Source: PubChem
GalR3 antagonist: antagonists of human GalR3; inhibition, % at 3 µM; AID 651719; HEK293 GalR3-CNG cAMP membrane potential fluorescence; galR3 body fused to GalR1 C-terminus; 360,000 compounds, 0.44% hits; O60755;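 active = inhibition above the screen-wide average plus 3 SD, cut at about 13% in these data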;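 note: forskolin and galanin both at EC90 stimulate the cells; cAMP rise reported by CNG channel membrane potential dye signal; 0% = forskolin plus galanin with DMSO and 100% = forskolin alone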
VIM-2 inh: blocks Pseudomonas aeruginosa VIM-2 metallo-beta-lactamase. inhibition, % at 5.6 µM. purified VIM-2, nitrocefin hydrolysis, epi-absorbance fluorescence. 290,000 compounds, 0.89% hits;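 active = inhibition above the mean of all tested compounds plus 3 SD, cutoff set per screening run, cut at about 7.5% in these data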;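 note: red hydrolysis product quenches plate fluorescence so inhibitors raise well fluorescence; 0% = enzyme with DMSO and 100% = DMSO without enzyme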
UBC9 SUMO inh: SUMOylation inhibition; 290,000 compounds, 0.36% hits; HTRF SUMOylation assay, SAE1/SAE2 + UBC9, in vitro; inhibition, % at 35 µM; AID 2006; P63279; in the data active = inhibition above about 50%, passing the limit was not always enough; note: strong numbers were not always called active
HCV NS3 hel inh: HCV NS3 helicase inhibition. NS3 helicase DNA unwinding, Cy5 molecular beacon fluorescence. inhibition, % at 10.9 µM. 290,000 compounds, 0.56% hits. AID 1800;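 active = inhibition above the mean of all tested compounds plus 3 SD, set per campaign, cut at about 35% in these data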;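 note: 0% = DMSO wells and 100% = thioflavine S control wells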
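System: Hepatitis C virus NS3 helicase domain fragment enzyme | Reagent: Annealed dual-labelled DNA beacon duplex, ATP-started | Compound dosing: 10.9 µM single point, 0.8% DMSO | Incubation: 1 h reaction at 25 °C, ATP-initiated | Technique: Cy5 fluorescence | Evaluation: Percent inhibition from t60/t0 fluorescence ratio | Benchmarks: Low DMSO, high thioflavine S at 110 µM | Replication: Singlicate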
IDE cell inh: inhibitors of human insulin-degrading enzyme in cells | inhibition, % at 5.59 µM | 320,000 compounds, 0.41% hits | HEK cells, FAbetaB cleavage, fluorescence polarization | P14735;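 active = percent inhibition above the average of all tested compounds plus 3 SD, set per screening campaign, cut at about 16% in these data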;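 note: IDE supplied by intact live HEK cells; FP after avidin binding of uncleaved biotin substrate so inhibition keeps polarization high; 0% = DMSO wells and 100% = 60 µM reference IDE inhibitor Ii1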
Target sequence (P14735 whole entry, looked up): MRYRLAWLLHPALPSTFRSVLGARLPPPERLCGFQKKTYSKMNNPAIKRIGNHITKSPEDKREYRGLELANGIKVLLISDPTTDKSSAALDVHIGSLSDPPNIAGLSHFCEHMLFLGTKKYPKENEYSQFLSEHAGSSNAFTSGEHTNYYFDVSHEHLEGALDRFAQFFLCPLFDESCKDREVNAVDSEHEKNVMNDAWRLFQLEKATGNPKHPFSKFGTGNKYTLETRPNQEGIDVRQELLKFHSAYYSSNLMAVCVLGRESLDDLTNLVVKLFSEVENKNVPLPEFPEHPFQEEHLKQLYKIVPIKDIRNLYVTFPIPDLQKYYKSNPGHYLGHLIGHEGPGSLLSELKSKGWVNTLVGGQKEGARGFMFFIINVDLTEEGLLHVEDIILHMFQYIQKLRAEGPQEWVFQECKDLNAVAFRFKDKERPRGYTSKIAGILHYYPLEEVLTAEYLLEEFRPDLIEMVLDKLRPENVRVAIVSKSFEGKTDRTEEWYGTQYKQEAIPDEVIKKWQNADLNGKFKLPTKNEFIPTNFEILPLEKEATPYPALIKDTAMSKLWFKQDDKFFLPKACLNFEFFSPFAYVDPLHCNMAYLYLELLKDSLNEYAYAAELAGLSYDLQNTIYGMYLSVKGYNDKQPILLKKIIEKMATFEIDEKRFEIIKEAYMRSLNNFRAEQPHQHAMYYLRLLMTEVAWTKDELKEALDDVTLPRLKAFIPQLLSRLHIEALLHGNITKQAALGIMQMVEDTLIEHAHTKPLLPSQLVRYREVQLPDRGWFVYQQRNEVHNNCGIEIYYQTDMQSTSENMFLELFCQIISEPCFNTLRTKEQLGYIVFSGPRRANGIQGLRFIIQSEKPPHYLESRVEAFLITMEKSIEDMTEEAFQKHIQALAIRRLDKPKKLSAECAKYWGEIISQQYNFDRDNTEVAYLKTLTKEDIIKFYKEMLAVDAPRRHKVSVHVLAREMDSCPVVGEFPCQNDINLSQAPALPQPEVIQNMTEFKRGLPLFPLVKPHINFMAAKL
IDE act: IDE (human) activation, cell-based; HEK cells, FAbeta-B cleavage, fluorescence polarization; 0% vehicle, 100% cell-free pure enzyme wells; activation, % at 5.96 µM; 340,000 compounds, 0.073% hits;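 active = activation above the mean of all tested compounds plus 3 SD, set per screening campaign, cut at about 17% in these data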
p-CIP stab down: compounds decreasing mouse p/CIP protein stability; F442A p/CIP-EGFP cells, EGFP fluorescence, 16 h; Q05BA5; decrease of EGFP signal, % at 10 µM; 290,000 compounds, 0.01% hits;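 active = EGFP signal decrease of at least 30% at 10 µM or well 3 SD below plate mean, unless failing retest; inactive = the rest, including hits failing retest or dose response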; note: some compounds called inactive have numbers as strong as hits; many of its hits are not listed in these tables
CRFR2-BP antag: blocks CRF-induced signaling of the CRF-BP/CRF-R2 complex; inhibition, % at 11.8 µM; HEK293 CRF-R2/CRF-BP, CRF-induced calcium fluorescence; 350,000 compounds, 0.59% hits;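 active = inhibition of the ligand-induced calcium signal above about 50% at the single tested concentration, limit read from the data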
IMP-1 inh: blocks Pseudomonas aeruginosa IMP-1 metallo-beta-lactamase. purified IMP-1, nitrocefin hydrolysis, epi-absorbance fluorescence. inhibition, % at 5.6 µM. 290,000 compounds, 0.45% hits;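 active = inhibition above the mean plus 3 SD of all compounds in the same screening run, cut at about 4.5% in these data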;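 note: 0% = IMP-1 with DMSO and 100% = DMSO wells lacking enzyme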
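Assay system: purified recombinant IMP-1 beta-lactamase. Input: IMP-1 0.2 nM before substrate addition. Buffer or medium: Zinc- and detergent-supplemented HEPES buffer, pH 7.1. Schedule: 25 °C, 15 min preincubation, 25 min reaction. Signal: Epi-absorbance fluorescence, 480 nm excitation, 530 nm emission. Evaluation: percent inhibition from optical density relative to buffer-blank wells.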
* = called active by the depositor; · = not tested or not shown.

GalR3 antagonist	VIM-2 inh	UBC9 SUMO inh	HCV NS3 hel inh	IDE cell inh	IDE act	p-CIP stab down	CRFR2-BP antag	IMP-1 inh	Structure
0	0.4	-4	-16	0	-4	9	4	-1.8	Cn1nnnc1SCC(=O)Nc1cccc(S(=O)(=O)N2CCCC2)c1
-10	-0.7	12	-47	-3	3	-5	-23	-0.9	Cc1ccc(C)c(CN2C(=O)CSc3ccc(C(=O)NCC(C)CN4CCC(C)CC4)cc32)c1 (stereo not drawn)
-5	0.6	-8	12	5	6	-14	-6	-1.2	NC(N)=NS(=O)(=O)c1ccc(NC(=S)Nc2ccc(F)cc2)cc1
2	-3.0	-6	-4	-3	3	6	-7	-2.5	CN(C)Cc1ccccc1Sc1ccccc1Br
-7	-2.8	·	-3	-2	-1	-23	-6	-0.4	COc1cccc(CNC(=O)C2CCCN(c3cnccn3)C2)c1 (stereo not drawn)
-6	-0.8	3	1	2	9	-22	23	-2.8	Cn1c(C(=O)NCc2ccc3c(c2)OCO3)cc2sccc21
-9	-3.6	11	-13	2	4	-7	-29	-0.5	N=C(CC1CC(=O)NC(=O)C1)C1=C(O)CCCC1=O
-4	-2.2	3	-4	3	-2	-10	14	-5.2	Cc1cc(C)n2ncnc2n1
5	-1.9	-9	4	4	-3	-11	1	0.3	O=C(NCCCN1CCCC1=O)c1ccc(CNS(=O)(=O)c2ccc(F)cc2)cc1
-5	0.0	-14	-5	4	2	21	-22	-1.2	COc1cc(OC)cc(C(=O)NCc2cc(C)nc3ccccc23)c1
-6	-0.4	10	-11	7	-4	-15	5	-0.7	O=C1CCN(C(=O)/C=C/c2ccccc2)c2ccccc21
-1	1.0	-3	-8	-3	0	-13	-8	1.5	Cc1cc(C)nc(SCC(=O)Nc2ccc(N3CCOCC3)c(Cl)c2)n1
-5	-5.8	31	5	0	6	2	16	0.2	COC(=O)c1ccc2c(=O)n(NC(=O)C(c3ccccc3)c3ccccc3)c(=S)[nH]c2c1
2	-2.0	7	6	-3	4	-4	32	-3.1	CCOC(=O)N1CCC(c2cc(=O)n3[nH]c(-c4ccccc4)cc3n2)CC1
-2	-1.6	1	1	2	1	-4	-6	-2.7	O=C(O)C1CCCCC1C(=O)NCCc1cccc(Cl)c1 (stereo not drawn)
-5	·	·	·	-3	-2	·	5	·	O=C(COC(=O)c1ccc(Cl)nc1)NNC(=O)c1ccc(Br)cc1
-5	-0.4	-4	-4	-1	-4	-7	-17	0.6	Cc1ccccc1OCC(=O)Nc1ccc2[nH]ncc2c1
-3	-0.6	-14	3	-11	4	-3	-1	-0.9	CC(NC(=O)c1ccccc1Cl)c1ccc(-n2ccnc2)cc1 (stereo not drawn)
1	-2.6	10	-5	2	-1	-1	-3	-1.7	O=C(Cc1ccccc1)NCc1ccncc1
-7	-0.4	-4	3	2	5	1	1	-1.9	CCOC(=O)C1CC(c2ccccc2)=NNC1=O (stereo not drawn)
3	-1.2	-28	-80	5	4	-6	10	-1.9	Cc1cccc(NC(=O)NCc2ccc3c(c2)cc(C)n3C)c1
-4	0.4	9	7	-2	-3	-34	1	0.2	COc1ccccc1CCCNC(=O)C1CCC(=O)N(CCN2CCOCC2)C1 (stereo not drawn)
6	-3.2	-1	-13	-1	-5	3	13	-4.1	COc1cccc(OCCNC(=O)c2ccccc2Sc2ccccc2C#N)c1
-4	-0.9	17	4	2	1	-7	-44	-0.7	CCOC(=O)C1CCCN(C(=O)c2ccc3c(c2)OCO3)C1 (stereo not drawn)
-8	-1.8	-2	-13	1	-1	-20	0	-0.1	CC(=O)C(Cc1cccc(F)c1)(Cc1cccc(F)c1)C(C)=O
0	-2.7	4	-43	4	-3	-6	20	-0.8	CC1CC(C)CN(CCOc2ccccc2-c2ccccc2)C1 (stereo not drawn)
-6	-2.4	-23	-5	15	2	0	-19	-1.9	CC(/C=N/N1CCN(Cc2ccccc2)CC1)=C\c1ccccc1
1	-2.6	19	11	1	1	-7	-19	-3.2	Cc1cc(C)n(C(=O)CNC(=O)C(c2ccccc2)c2ccccc2)n1
-5	-1.4	-3	12	·	-6	11	10	-1.0	Cc1cccc(Nc2nc(C)cc(C)n2)c1
-3	-1.7	-20	-11	-5	-1	-5	16	-0.2	COC(=O)CSc1nc2ccccc2nc1SCC(=O)OC

Compound profiles, as listed above.
`Cn1nnnc1SCC(=O)Nc1cccc(S(=O)(=O)N2CCCC2)c1` across the screens: GalR3 antagonist = 0; VIM-2 inh = 0.4; UBC9 SUMO inh = -4; HCV NS3 hel inh = -16; IDE cell inh = 0; IDE act = -4; p-CIP stab down = 9; CRFR2-BP antag = 4; IMP-1 inh = -1.8
`CCOC(=O)C1CCCN(C(=O)c2ccc3c(c2)OCO3)C1` (stereo not drawn) across the screens: GalR3 antagonist = -4; VIM-2 inh = -0.9; UBC9 SUMO inh = 17; HCV NS3 hel inh = 4; IDE cell inh = 2; IDE act = 1; p-CIP stab down = -7; CRFR2-BP antag = -44; IMP-1 inh = -0.7

Following part.
GalR3 antagonist	VIM-2 inh	UBC9 SUMO inh	HCV NS3 hel inh	IDE cell inh	IDE act	p-CIP stab down	CRFR2-BP antag	IMP-1 inh	Structure
7	-1.9	1	19	2	6	10	-9	-2.3	CNCC(=O)N(CC(C)C)c1c(N)n(CC(C)C)c(=O)[nH]c1=O
-3	3.7	-29	0	3	1	0	-9	-3.2	CCN1CCN(C(=O)C2c3cc(OC)c(OC)cc3C(=O)N3CCc4ccccc4C23)CC1 (stereo not drawn)
-5	-2.5	-4	-1	32*	2	-3	-4	-3.5	Cc1cccc(OCC(=O)NCC(=O)N/N=C/c2cc(Br)ccc2OCc2ccccc2)c1
-13	2.5	-3	16	0	7	1	2	-0.1	CCn1c(C)c(C(=O)O)c2cc(OC)c3ccccc3c21
-2	-0.2	5	20	1	8	-10	0	-2.3	Cc1cc(-c2csc(N)n2)c(C)n1CCC(C)C
-12	-1.4	19	1	-2	0	-8	-1	-1.1	COCCNC(=O)Cn1cc(/C=C(\C#N)C(=O)NC2CC2)c2ccccc21
-1	-1.1	17	0	-3	2	-2	8	-2.2	COC(=O)c1cc(Br)c(=O)n(-c2ccccc2OC)c1
-4	-1.7	-54	-10	-1	2	-3	-36	-5.5	COC(C(=O)Nc1ccc(S(=O)(=O)Nc2ccc(F)cc2)cc1)c1ccccc1 (stereo not drawn)
-1	-1.1	25	-8	-3	1	-16	12	-2.4	Cc1cc(C)cc(C(=O)NCc2ccc3c(c2)OCO3)c1
6	·	·	·	0	1	·	-36	·	O=C(O)/C=C/C(=O)Nc1nc(-c2ccc3ccccc3c2)cs1
-11	-0.7	14	3	4	1	-15	-5	-7.8	Cc1ccc(NC(=O)c2cnccn2)c(C)c1
-1	-3.5	-5	14	-5	7	-3	-19	-1.6	NNC(=O)/C(=N/Nc1ccccc1)S(=O)(=O)c1ccc(Cl)cc1
2	-3.9	3	-2	1	7	-5	-3	-3.1	COc1ccc(N2Cc3ccccc3C2=NC(=O)c2ccc(C)cc2)cc1OC
-1	-2.4	28	-1	10	3	0	-9	-3.3	Cc1c(/C=N/NC(=O)c2cc(C(C)(C)C)[nH]n2)c2ccccc2n1C
-5	-1.4	-20	-3	3	0	2	-1	-3.0	CN1C(=S)N2CCCN2C1c1ccccc1 (stereo not drawn)
·	3.3	12	-32	0	-5	-4	16	-0.9	O=C(Nc1cccc(-c2nc3ccccc3s2)c1)c1cc(-n2cnnc2)ccc1Cl
-6	-2.1	-3	1	-3	-3	-18	1	-3.9	Nn1c(SCC(=O)N2CCOCC2)nnc1-c1ccccc1Cl
·	-3.4	2	-12	7	2	-3	-6	-5.8	CCc1ccc(NC(=O)[C@H](C)NC(=O)C2CCN(C(=O)[C@@H](N)Cc3ccccc3)CC2)cc1
-1	·	·	·	1	1	·	3	·	Cc1ccc(Sc2ncccc2O)cc1
-3	-7.3	34	36*	1	2	-6	35	-1.4	CCCOc1ccc(-c2nc(SCc3ccccc3)[nH]c(=O)c2C#N)cc1OC
-5	-2.5	6	11	2	-5	-14	14	-5.8	Cc1ccc2ncnc(NCCCN3CCOCC3)c2c1
-5	-3.5	-27	-3	-7	4	-8	-19	-3.0	Cc1cccc2cc(CN(Cc3ccco3)S(=O)(=O)c3ccc4c(c3)OCCO4)c(=O)[nH]c12
-12	-2.6	-24	3	4	3	1	9	-3.6	Cc1ccc(C(=O)Nn2c(C)nc3ccccc3c2=O)cc1C
-9	0.4	20	3	·	·	-20	44	-0.1	COc1ccc(-n2nc(C#N)c(Cl)cc2=O)cc1
-2	-2.1	-4	-5	·	0	-1	-58	-3.1	CC1CN(C(=O)c2ccc(NS(=O)(=O)c3ccc(C(C)(C)C)cc3)cc2)CC(C)O1 (stereo not drawn)
-1	-4.1	29	-8	0	-4	-8	-19	-0.6	Cc1cc(C)n(-c2ccc(C(=O)Nc3nc4ccccc4s3)cc2)n1
-1	-1.0	1	-5	6	0	-15	-3	-3.1	C/C(=N\Nc1cccc([N+](=O)[O-])c1)c1cc(F)ccc1O
2	0.7	-1	-7	2	3	-7	2	-3.1	COc1ccc(NC2CCCN(C(=O)c3cccc(C(F)(F)F)c3)C2)cc1OC (stereo not drawn)
-4	-1.9	15	-1	2	1	-13	-8	-0.8	COC(=O)C1CC(=O)N(c2ccc(C)cc2)C1 (stereo not drawn)
0	-1.2	29	1	5	1	-9	-3	-3.5	Cc1ccc(C(=O)O/N=C/c2c(Cl)n(C)c3ccccc23)cc1
8	-4.8	-4	1	-2	0	2	-3	-1.8	CC(C)CNCC1OCc2ccccc2CO1
1	-3.3	13	-4	3	-1	-14	-3	-2.3	Cc1nn(-c2cc(N3CCOCC3)ccc2[N+](=O)[O-])c(=O)c2ccccc12
-4	0.2	99*	-7	-1	1	3	14	-2.4	CCCCN1C(=O)C(=Nc2cccc3cnccc23)c2ccccc21
-2	-1.3	18	-2	2	6	-11	6	0.0	COC(=O)c1ccc(Cn2nc(C(F)(F)F)cc2C)cc1
-9	·	·	·	3	4	·	7	·	CC(C)NC(=O)Nc1ccc2c(c1)C(=O)N([C@H](C)CO)C[C@H](C)[C@@H](CN(C)S(=O)(=O)c1cccs1)O2
-2	-0.6	-11	-2	6	7	-1	11	-1.8	CC1CCCN(C(C(=O)Nc2ccc(C(C)C)cc2)c2ccc3c(c2)OCO3)C1 (stereo not drawn)
-7	-1.0	14	-1	-1	-4	11	-16	-5.0	COc1ccc(-c2cc(C(F)F)nc(-n3nc(C)cc3C)n2)cc1
0	-1.0	7	-1	-14	2	-9	-31	-3.4	CCOC(=O)c1cnn2c(C(F)(F)F)cc(-c3ccccc3)nc12
-4	-1.7	20	9	6	1	-7	-4	-2.6	O=C(COC(=O)c1ccc(S(=O)(=O)N2CCc3ccccc3C2)cc1)NC(=O)NCc1ccco1
-5	-0.9	-4	-4	3	6	-5	1	0.2	CCCCOc1cccc(C(=O)N(Cc2ccco2)C2CCS(=O)(=O)C2)c1 (stereo not drawn)
-9	-3.0	7	7	-2	4	2	-2	-2.8	CCN(CC)S(=O)(=O)c1ccc(OC)c(-n2cnnn2)c1
